FEN1 inh: inhibitors of human flap endonuclease 1 | 390,000 tested, 0.35% active | Potency, µM (highest dose often 114 µM), without a hit: at the highest dose activity change, negative = inhibition, hits mostly inhibitors | Recombinant FEN1 flap cleavage, fluorescence, 15 min | AID 588795; also: nearly all actives have a fitted effect of over 65% in size
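Enzyme 10 nM, 15 min RT preincubation with compound; start with substrate 50 nM final; reads at 0 and 15 min; qHTS titration, four-parameter Hill fit.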
N370S GC mod: N370S glucocerebrosidase modulation, Gaucher chaperone candidate | P04062 | N370S GC spleen homogenate, 4MU-glucoside fluorescence | Potency, µM (highest dose often 59.4 µM), for the others: top-dose activity change, negative = inhibition, actives largely listed as inhibitors | 330,000 tested, 0.092% active | AID 2101;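 also: 0% = full enzyme activity and -100% = no enzyme basal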
GCN5L2 inh: inhibitors of human GCN5L2 histone acetyltransferase; GCN5L2 HAT assay, ThioGlo1 CoA-SH fluorescence; Potency, µM (highest dose often 58.9 µM), without a hit: at the highest dose activity change, negative = inhibition, hits mostly inhibitors; 390,000 tested, 0.21% active; AID 504327
Target sequence (Q92830 whole entry, looked up): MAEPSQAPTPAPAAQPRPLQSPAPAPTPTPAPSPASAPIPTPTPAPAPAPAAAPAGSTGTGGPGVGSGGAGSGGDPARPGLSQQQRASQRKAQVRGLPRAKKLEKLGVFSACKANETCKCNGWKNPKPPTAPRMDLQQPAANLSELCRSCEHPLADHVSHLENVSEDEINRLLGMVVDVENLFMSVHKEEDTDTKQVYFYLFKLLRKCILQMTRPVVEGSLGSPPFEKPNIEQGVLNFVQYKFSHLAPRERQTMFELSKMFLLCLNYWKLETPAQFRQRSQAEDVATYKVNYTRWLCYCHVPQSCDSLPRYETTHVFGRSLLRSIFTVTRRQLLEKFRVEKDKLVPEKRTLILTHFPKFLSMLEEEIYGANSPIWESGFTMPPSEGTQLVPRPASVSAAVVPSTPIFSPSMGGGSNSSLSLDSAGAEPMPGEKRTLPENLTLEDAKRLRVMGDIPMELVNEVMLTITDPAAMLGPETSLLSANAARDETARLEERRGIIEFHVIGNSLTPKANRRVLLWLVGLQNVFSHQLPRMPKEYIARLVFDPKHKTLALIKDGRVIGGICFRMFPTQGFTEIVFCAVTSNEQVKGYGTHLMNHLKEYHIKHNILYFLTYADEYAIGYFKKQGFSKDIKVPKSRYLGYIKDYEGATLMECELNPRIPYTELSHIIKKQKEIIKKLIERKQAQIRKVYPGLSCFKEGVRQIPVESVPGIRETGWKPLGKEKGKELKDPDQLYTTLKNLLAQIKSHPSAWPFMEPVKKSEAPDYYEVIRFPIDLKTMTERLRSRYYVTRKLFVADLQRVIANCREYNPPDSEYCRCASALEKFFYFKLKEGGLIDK
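Preincubate 20nM GCN5L2 with compound 15 min, RT → add 50uM ThioGlo1 + 75uM H3(1-25) + 70uM acetyl-CoA → read fluorescence 0 and 20 min. Primary qHTS; fluorescent artifacts likely.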
The depositor's hits bear a star; ? = inconclusive; . = no result given; & = joins results of further samples; [ ] = dose if it differs, or a comment. Calls follow the shape of the dose curve; as a rule, active = well fitted curve in the direction sought with a large enough effect; inconclusive = small, poorly fitted or top-dose-only effect, or another doubt; inactive = no such curve, though single readings can be large; an effect the other way counts as inactive or inconclusive. Unless noted, % is scaled to controls: 0 for no effect and ±100 for the full control effect; potency is read from the fitted curve at half-maximal effect. This is a subset; count on the stated rates, not on these rows.

Values run as follows: FEN1 inh	N370S GC mod	GCN5L2 inh
O=C(CCN1C(=O)C2C3C=CC(C3)C2C1=O)Nc1ccc2ncccc2c1 (stereo not given)
 : 10%	12%	1%
COc1cc2c(C(=O)O)c(C)n(C)c2c2ccccc12
 : -3%	-21%	-14%
COC(=O)Cc1n[nH]c(=O)c2ccccc12
 : -7%	2%	-10%
COc1ccc(C(O)C(CC(=O)NCCCOC(C)C)C(=O)NCCCOC(C)C)cc1OC (stereo not given)
 : -5%	-3%	-23%
O=C(NCCN1CCOCC1)c1ccc2c(c1)N(Cc1c(F)cccc1Cl)C(=O)c1ccccc1S2
 : 8%	?	-2%
COC(=O)c1ccc2c(=O)[nH]c(CSc3nnc(C(F)(F)F)n3C)nc2c1
 : -8%	-2%	2%
Cc1cc([N+](=O)[O-])ccc1NCc1ccc2ccccc2c1
 : 7%	13%	-8%
CSCC(=O)N1CCC(n2nccc2NC(=O)CCc2ccccc2)CC1
 : -15%	0%	-28%
CCCCN(C(=O)c1[nH]c(C)c(C(=O)OCC)c1C)c1c(N)n(CCCC)c(=O)[nH]c1=O
 : -1%	-9%	2%
COc1ncc2nc(CCc3ccccc3)c(=O)n(C3CC3)c2n1
 : .	-9%	-17%
CC(C)(C)c1cc(CCC(=O)NNC(=O)c2ccco2)cc(C(C)(C)C)c1O
 : -6%	13%	-4%
COc1ccc(S(=O)(=O)c2c(Nc3c(C)cccc3C)sc(C(=O)c3ccc4c(c3)OCO4)c2N)cc1
 : -7%	.	-10%
S=c1[nH]nc(NCCc2ccccc2)s1
 : -2%	3%	-7%
CCC(Sc1nccn1C)C(=O)Nc1cccc2ccccc12 (stereo not given)
 : -6%	1%	-1%
COc1ccc(N(CC(=O)N/N=C/c2ccco2)S(=O)(=O)c2ccccc2)cc1
 : -13%	12%	-27%
COc1cccc(C(=O)Nc2cccc(-c3nc4ncccn4c3C)c2)c1
 : 8%	.	-13%
Cc1noc(C)c1-c1nc(NC2CC2)c2ccccc2n1
 : .	-5%	-9%
CCCCn1cnc(C(=O)OCC)c1N
 : 26%	?	-1%
COc1ccc(OC)c(NC(=O)CCCc2nnc3n(C(C)C)c(=O)c4sccc4n23)c1
 : -1%	.	-6%
COc1cccc([C@H]2Nc3ccc(S(=O)(=O)Nc4cc(C)ccc4C)cc3[C@H]3C=CC[C@H]32)c1
 : -22%	.	-6%
CC(=O)c1ccc(NC(=S)NC(=O)Cc2ccc(Cl)cc2)cc1
 : -2%	-12%	2%
O=C(O)CCSSCCC(=O)O
 : 1%	6%	-2%
CC(C)N1CCc2c(sc(NC(=O)c3ccc(S(=O)(=O)N4CCOCC4)cc3)c2C(N)=O)C1
 : 11%	-13%	-5%
Cc1ccc(-c2nc3n(n2)C(=O)CC(c2ccc(C)cc2)S3)cc1 (stereo not given)
 : -17%	.	-1%
CCOc1ccc(NC(=S)N2CCN(S(=O)(=O)c3ccc(C)cc3)CC2)cc1
 : -3%	-12%	-20%
Cn1c(N)c(C(=O)COC(=O)CCC2CCCC2)c(=O)n(C)c1=O
 : 19%	-2%	-12%
Cn1nc(C(F)(F)F)c(C(=O)Nc2ccc(F)cc2F)c1Sc1cccc(Cl)c1
 : ?	20%	-13%
S=C(NCCCCc1ccccc1)NCc1ccccc1
 : -4%	4%	-2%
COC(=O)c1c(SC)nc2ccccc2c1OCc1cc(C)ccc1C
 : 11%	.	-1%
COCCCNC(=S)NNC(=O)c1ccccn1
 : -12%	2%	-1%

Four successive compounds out of the list so far, quoted:
Values run as follows: FEN1 inh	N370S GC mod	GCN5L2 inh
Cn1nc(C(F)(F)F)c(C(=O)Nc2ccc(F)cc2F)c1Sc1cccc(Cl)c1
 : ?	20%	-13%
S=C(NCCCCc1ccccc1)NCc1ccccc1
 : -4%	4%	-2%
COC(=O)c1c(SC)nc2ccccc2c1OCc1cc(C)ccc1C
 : 11%	.	-1%
COCCCNC(=S)NNC(=O)c1ccccn1
 : -12%	2%	-1%

(continued)
Values run as follows: FEN1 inh	N370S GC mod	GCN5L2 inh
COC(=O)c1ccc(NC(=O)CSc2ccccn2)cc1
 : 0%	.	-2%
O=C(NCCc1ccccc1)c1cccc(Br)n1
 : .	5%[89.1 µM]	11%[88.6 µM]
Cc1ccc(OCC(=O)Nc2ccc(C)c(F)c2)c([N+](=O)[O-])n1
 : 0%	7%	-1%
CN1C(=O)C(C)(C)c2cc(S(=O)(=O)NCC3CCC(C(=O)NC4CCCCC4)CC3)ccc21 (stereo not given)
 : -3%	-1%	-3%
CCCOc1ccc(N2C(=O)CC(N(CCc3ccc(OC)c(OC)c3)C(=O)c3ccccc3)C2=O)cc1 (stereo not given)
 : -1%	-5%	-7%
CCc1cccc(C)c1NC(=O)c1cc(S(=O)(=O)N(C)Cc2ccccc2)ccc1F
 : -6%	.	-7%
CN1CCN(NC(=O)c2cccc3ccccc23)CC1
 : 5%	20%	3%
Cc1ccc(CNCc2cccnc2)s1
 : 36%	12%	-4%
CCN(CC)S(=O)(=O)N1CCC(C(=O)NC2CCCC2)CC1
 : 9%	17%	13%
Cc1onc(-c2ccccc2)c1C(=O)N1CCCc2ccccc21
 : 1%	7%	-1%
CC(Oc1ccc2oc3ccccc3c2c1)C(=O)NC12CC3CC(CC(C3)C1)C2 (stereo not given)
 : 4%	11%	-8%
Cc1cc(C(=O)O)cc(S(=O)(=O)Nc2ccccc2C(=O)NC2CC2)c1C
 : 1%	1%	-10%
COc1ccc(-c2csc(C3=C(O)CN(C(C)C)C3=N)n2)cc1OC
 : -7%	14%	-10%
CCOc1ccc(NC(=O)c2ccc(-n3cccn3)nc2)cc1
 : 6%	2%	-1%
O=C(NCc1ccccn1)c1cc(-c2ccc(Cl)cc2)oc1C(F)(F)F
 : 1%	?	-9%
COCCNC(=O)c1ccccc1-c1ccccc1C(=O)O
 : 1%	-1%	-4%
Cc1ccc2nc(NC(=O)c3ccc(-c4nc5ccccc5s4)s3)sc2c1
 : 18%	-15%	-11%
COC1CCCN(C(=O)c2ccc(OC3CCN(S(=O)(=O)N(C)C)CC3)cc2)C1 (stereo not given)
 : -7%	-1%	-7%
NS(=O)(=O)c1ccc(NC(=O)c2cccc3ccccc23)cc1
 : 18%	1%	-8%
CC(=O)c1c(C)[nH]c(C(=O)OCC(=O)Nc2cc(S(=O)(=O)N3CCCCC3)ccc2C)c1C
 : -6%	-13%	3%
COc1ccc(NC(=O)c2sc(-c3ccccc3)nc2C)c(OC)c1
 : -1%	-18%	-25%
CCCOc1ccccc1C1NC(=O)NC(C)=C1C(=O)OCc1ccccc1 (stereo not given)
 : -6%	0%	-11%
COc1ccc(CNC(=O)Nc2ccc(OC)cc2)cc1
 : 3%	7%	-12%
COc1ccc(-n2c(=O)c3sc4ccccc4c3n(CC(=O)NC3CCCCC3)c2=O)cc1
 : -2%	.	2%
CS(=O)(=O)N(CC(=O)Nc1ccccc1Sc1ccccc1)C1CCCCC1
 : -13%	9%	-24%
O=C(CN1C(=O)C2CC=C(Cl)CC2C1=O)NCc1ccccc1 (stereo not given)
 : 2%	1%[2.35 µM]	1%
CCCNC(=O)Nc1nc2ccccc2s1
 : -11%	-5%	12%
N#CC(=C=[N-])c1nc2ccccc2nc1-[n+]1cccc(NC(=O)c2ccccc2)c1
 : -5%	1%&-1%	0%&-8%
O=c1c2ccccc2nc2n1C(CSc1ccc(Br)cc1)CN2 (stereo not given)
 : 1%	6%	-4%
C(=C\c1nnc2c3ccccc3ncn12)/c1ccccc1
 : 0%	7%	-4%

An excerpt of these results, with each value named:
NS(=O)(=O)c1ccc(NC(=O)c2cccc3ccccc23)cc1
  FEN1 inh: 18%
  N370S GC mod: 1%
  GCN5L2 inh: -8%

CCCNC(=O)Nc1nc2ccccc2s1
  FEN1 inh: -11%
  N370S GC mod: -5%
  GCN5L2 inh: 12%

COc1ccc(-n2c(=O)c3sc4ccccc4c3n(CC(=O)NC3CCCCC3)c2=O)cc1
  FEN1 inh: -2%
  N370S GC mod: .
  GCN5L2 inh: 2%

Carrying on:
Values run as follows: FEN1 inh	N370S GC mod	GCN5L2 inh
CCCCc1nnc(NC(=O)Cn2cnc3ccccc3c2=O)s1
 : -3%	2%	-3%
COc1ccc(N(C)S(=O)(=O)c2cccc(C(=O)Nc3nc(C)c(C(C)=O)s3)c2)cc1
 : -22%	.	-7%
Cc1ccc(C(=O)NCC(=O)N(C)Cc2cccc(F)c2)s1
 : 1%	-16%	-11%
CN1C(=O)C2(C(C#N)=C(N)Oc3c2oc(CO)cc3=O)c2ccccc21 (stereo not given)
 : 5%	-4%	-7%
CC(NC(=O)c1cnccn1)c1ccc(S(N)(=O)=O)cc1 (stereo not given)
 : -2%	6%	-2%
COc1cc(OC)c(N(C)S(=O)(=O)c2cccc(C(=O)OCC(=O)c3c[nH]c4ccccc34)c2)cc1Cl
 : -13%	-12%	-6%
Cc1cc(C)nc(NC(N)=S)n1
 : 1%	8%	2%
Cc1cc(C)c(S(=O)(=O)Nc2ccc(-c3cn4ccccc4n3)cc2)c(C)c1
 : 6%	-25%	-4%
CCCc1cc(=O)oc2cc(OCc3ccc(OC)cc3)c(Cl)cc12
 : 13%	11%	-9%
CCC(NC(=O)CN1CCN(C(=O)c2cccs2)CC1)c1ccc(C)cc1 (stereo not given)
 : 0%	.	-3%
CCN(c1ccccc1)C1(O)C(=O)c2ccccc2C1=O
 : -4%	-9%	-6%
CC(=O)CCS(=O)(=O)c1ccc(NC(C)=O)cc1
 : -11%	1%	1%
CC(=O)Nc1ccc(S(=O)(=O)N(C)CC(=O)NC2CCCC(C)C2C)cc1 (stereo not given)
 : 0%	-14%	-7%
Cc1nc2ccc(NC(=O)N3CCSCC3)cc2nc1C
 : -1%	7%	-2%
CCOC(=O)/C=C/C(=O)N1CCN(C(=O)/C=C/C(=O)OCC)CC1
 : 4%	7%	-1%
CC(C)(C)c1ccc(C(=O)N2CCCCCC2=O)cc1
 : -10%	6%	-2%
C=C(C)CNC(=O)CCc1nnc(Cc2cccc(C(F)(F)F)c2)o1
 : 0%	-2%	22%
COc1ccc(C/C(N)=N/OC(=O)C(c2ccccc2)c2ccccc2)cc1OC
 : -12%	1%	-7%
COc1cccc(C(=O)N2CCN=C2SC)c1
 : 3%	1%	-2%
CC(NC(=O)C(=O)NCCC1=CCCCC1)c1ccccc1 (stereo not given)
 : -1%	17%	-8%
O=C(Nc1ccccc1)C(c1ccccc1)c1ccccc1
 : -14%	3%	3%
CCOC(=O)c1cccc(NS(=O)(=O)c2cc(-c3cnc(C4CC4)o3)ccc2C)c1
 : -2%	.	-7%
COc1ccccc1C(CCNCc1ccc(N(C)C)cc1)c1ccc(OC(C)C)cc1 (stereo not given)
 : -7%	-29%	1%
O=C(O)c1ccc(Cl)c(NC(=O)C2CCCN2S(=O)(=O)c2cccc3nsnc23)c1 (stereo not given)
 : -3%	1%	0%
CCOC(=O)c1ccc(-c2cccc(-c3cc(=O)oc4cc(OC)cc(OC)c34)c2)cc1
 : -10%	23%	-4%&-1%
Cc1cccc(C)c1NC(=O)C(c1cccs1)N(Cc1ccco1)C(=O)Cn1nnc2ccccc21 (stereo not given)
 : -5%	13%	-15%
CCSC1=C(C#N)C(c2ccccc2C)CC(=O)N1 (stereo not given)
 : 21%	2%	-2%
Cc1csc(NC(=O)CSc2ncnc3c2cnn3-c2ccccc2Cl)n1
 : -19%	13%	-8%
Cc1onc(-c2c(Cl)cccc2Cl)c1NC(=O)NN(C)C
 : -1%	6%	1%
CC(C)C(=O)N(Cc1cc2ccccc2[nH]c1=O)C(C)(C)C
 : -6%	-4%	-4%
Cc1ccc2oc(C(F)(F)C(F)F)cc(=O)c2c1
 : -4%	-11%	-4%
O=S(=O)(Nc1ccc2nc(-c3ccco3)[nH]c2c1)c1ccccc1
 : -1%	-4%	0%
Cc1cccc(C(=O)OCc2cc(=O)n3nc(C4CC4)sc3n2)c1
 : 19%	.	16%
CC(=O)NC1C(OCCOc2ccc(Cl)cc2C)OC(CO)C(O)C1O (stereo not given)
 : 4%	-8%	-1%
CCN(CC)C(=O)c1ccc(Nc2nnc(C)c3ccccc23)cc1
 : -9%	0%	-4%
C=CC(=O)N1C/C=C\C(c2ccc(OC)cc2)N(Cc2ccc(F)cc2)C(=O)C1 (stereo not given)
 : -1%&5%	-5%&9%	2%
COc1cccc(C(=O)c2cn(CC(=O)Nc3cccc(C)c3C)c3nc(C)ccc3c2=O)c1
 : 2%	.	-18%
O=C(Nc1nc(-c2ccccc2)cs1)C1CCCN(S(=O)(=O)c2ccccc2)C1 (stereo not given)
 : 4%	-4%	-9%
Cc1onc(-c2ccccc2Cl)c1C(=O)NC(=S)Nc1ccc(C(C)C)cc1
 : ?	12%	-9%
COc1ccc(C(=O)N/N=C2/SCC(=O)N2Cc2ccc3c(c2)OCO3)cc1OC
 : -3%	-4%	-8%
COc1ccc(NC(=O)Nc2ccc(CC(=O)O)cc2)cc1
 : -3%	3%	-3%
Cc1cc(OCCCn2ccnc2)cc(C)c1Cl
 : -8%	-4%	-1%
Cn1ccnc1SCC(=O)Nc1ccc2ccccc2c1
 : -16%	-9%	-4%
O=C(CN1CCSCC1)N/N=C/c1cccc(Cl)c1
 : -1%	0%	-7%
